Screening results deposited in PubChem by several laboratories.
Mot1-301 SUMO – SUMOylation pathway inhibition by Mot1-301 growth rescue; S. cerevisiae Mot1-301 growth rescue, ATP luminescence, 38.5C; percent above DMSO median, 100 means doubled; growth rescue, % at 18.8 µM; actives 1% (n = 320,000); AID 2716;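 active = every valid replicate shows activation above 250% relative to neutral control wells; inactive = the rest, any valid replicate at or below 250%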;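 note: OY570 slx delta 5 strain wells were the positive control but not used for scaling; some compounds called inactive have numbers as strong as hits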
PKA-R1A act – activates the PKA-R1A holoenzyme complex; PKA-R1A dissociation, Cy5-IP20 fluorescence polarization; scaled: DMSO 0%, 113 µM cGMP 100%; P00514+P68181; AID 504707; actives 0.083% (n = 340,000); activation, % at 11.4 µM;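 active = percent activation above the mean of all tested compounds plus 3 SD, cut at about 19% in these data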;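 note: higher means more PKAc released from R1A so a rise in polarization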
E coli growth – reduces bacterial viability in AddAB counter-screen. inhibition, % at 11.9 µM. E. coli V3065 growth, OD600 absorbance, 18 h. actives 0.27% (n = 330,000);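 active = inhibition above the campaign's mean inhibition across all tested compounds plus 3 SD, cut at about 9.9% in these data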;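 note: uninfected addAB+ strain grown without phage in ampicillin broth; 0% = DMSO wells and 100% = ciprofloxacin 0.95 µg/ml wells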
MOR-DOR ag – agonists of human mu-delta opioid receptor heterodimerization; cells, OPRM1-OPRD1 heterodimerization, luminescence; actives 0.3% (n = 340,000); P35372+P41143; AID 504326; activation, % at 9.3 µM; in the data active = activation above about 18%;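 note: 0% = vehicle-treated cells and 100% = reference agonist; values of inactives mirror those of a sister screen read the other way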
Arr AP2 block – human beta-arrestin and AP2 interaction inhibition | FITC-arrestin peptide / GST-AP2 beads, flow cytometry; AP2 beta2 appendage carries R879A mutation | inhibition, % at 10 µM | actives 0.31% (n = 340,000);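 active = inhibition above a set limit, near 3 SD of compounds lacking own fluorescence, cut at about 54% in these data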;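 note: plate controls were DMSO wells for no effect and 5 µM unlabelled arrestin peptide for full effect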
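system = GST-tagged AP2 beta2-adaptin appendage (R879A) on 4 µm glutathione beads | reagent = FITC-labelled arrestin peptide probe, 50 nM final | schedule = compound with beads 12 min RT, then probe 1 h RT | signal = HyperCyt-sampled flow cytometry, FL1 channel, ex 488/em 535 nm | read-out = percent response from loss of bead-bound FITC fluorescence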
OPRM1-OPRD1 inv – inverse agonists of human mu-delta opioid receptor heterodimerization | cell-based MOR-DOR heterodimer luminescence, inverse agonism | inhibition, % at 9.3 µM | actives 0.21% (n = 340,000) | AID 504357; in the data active = inhibition above about 22%, passing the limit was not always enough;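 note: 0% = cells with DMSO and 100% = wells without cells with DMSO; values of inactives mirror those of a sister screen read the other way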
PfHsp90 set2 – reduces growth (ATP signal) of yeast expressing P. falciparum Hsp90 | S. cerevisiae expressing PfHsp90, BacTiter-Glo ATP, 48 h; yeast lacking PDR1 and PDR3 efflux regulators | inhibition, % at 9.4 µM | actives 0.32% (n = 310,000);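 active = every replicate shows inhibition above about 80%, whatever the replicate mean, limit read from the data; inconclusive = mean inhibition reaches the set limit but some replicate falls short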;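 note: 0% = DMSO neutral controls and 100% = 20 µM radicicol positive controls; yeast relying on Plasmodium falciparum Hsp90 in place of its own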
DSG3 Ab inh – blocks pemphigus antibody binding to human desmoglein-3. binding (percent of control), % at 10 µM. DSG3-coupled beads, scFv-anti-DSG3-GFP binding, flow cytometry; hits give low values. actives 0.48% (n = 310,000);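 active = binding more than 3 SD below its plate's average and above zero; inconclusive = below that plate limit but binding exactly zero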;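 note: hits lower antibody fragment binding to DSG3; some compounds called inactive have numbers as strong as hits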
Target sequence (P32926 whole entry, looked up, the tested form may be a part): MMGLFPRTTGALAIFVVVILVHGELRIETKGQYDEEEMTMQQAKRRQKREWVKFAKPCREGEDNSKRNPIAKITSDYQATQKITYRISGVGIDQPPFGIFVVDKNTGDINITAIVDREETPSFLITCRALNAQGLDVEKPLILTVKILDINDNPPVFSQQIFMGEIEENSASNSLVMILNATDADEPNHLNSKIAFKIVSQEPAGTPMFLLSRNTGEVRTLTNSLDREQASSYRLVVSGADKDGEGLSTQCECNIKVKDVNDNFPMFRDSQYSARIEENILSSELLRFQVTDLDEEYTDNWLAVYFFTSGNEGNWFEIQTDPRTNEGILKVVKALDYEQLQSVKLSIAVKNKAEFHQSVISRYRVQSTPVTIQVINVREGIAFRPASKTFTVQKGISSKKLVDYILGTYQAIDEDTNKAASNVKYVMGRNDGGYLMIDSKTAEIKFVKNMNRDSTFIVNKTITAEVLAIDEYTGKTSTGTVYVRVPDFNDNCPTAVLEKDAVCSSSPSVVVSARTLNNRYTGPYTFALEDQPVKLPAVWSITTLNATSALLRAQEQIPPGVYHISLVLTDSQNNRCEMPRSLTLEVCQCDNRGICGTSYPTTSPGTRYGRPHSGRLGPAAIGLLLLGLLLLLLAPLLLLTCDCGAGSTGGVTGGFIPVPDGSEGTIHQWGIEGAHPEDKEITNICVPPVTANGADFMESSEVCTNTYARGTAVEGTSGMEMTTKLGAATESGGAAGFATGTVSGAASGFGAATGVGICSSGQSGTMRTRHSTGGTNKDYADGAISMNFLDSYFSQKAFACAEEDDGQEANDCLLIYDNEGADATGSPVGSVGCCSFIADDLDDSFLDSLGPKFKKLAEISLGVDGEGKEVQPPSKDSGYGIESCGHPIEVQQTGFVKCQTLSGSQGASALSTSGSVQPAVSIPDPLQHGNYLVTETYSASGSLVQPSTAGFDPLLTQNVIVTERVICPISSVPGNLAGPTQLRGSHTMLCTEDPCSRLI
AddAB inh – less growth of phage-infected E. coli with AddAB. E. coli expressing H. pylori AddAB, absorbance growth. inhibition, % at 11.9 µM. actives 0.29% (n = 330,000). AID 435030; in the data active = inhibition above about 12%;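 note: 0% = vehicle wells of infected cells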
Tat transport – blocks Tat-dependent protein export in E. coli. E. coli MC4100 TorA-mCherry Tat export, fluorescence. inhibition, % at 10 µM. AID 488895. actives 0.036% (n = 340,000);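 active = mean replicate inhibition at least 50% and at least half of replicates individually reaching 50%; inconclusive = only one of the two criteria met; inactive = neither criterion met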;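 note: exported cargo escapes ClpAP degradation while cytoplasmic cargo is degraded and loses fluorescence; 0% = median of neutral control wells and 100% = median of NaSCN control wells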
phage Ecoli inh – E. coli growth loss with phage present | growth absorbance | inhibition, % at 11.9 µM | actives 0.26% (n = 360,000) | AID 651602; in the data active = inhibition above about 11%
Numbers without * were called inactive; ? = inconclusive; · = no result given.

Each structure is followed by: Mot1-301 SUMO	PKA-R1A act	E coli growth	MOR-DOR ag	Arr AP2 block	OPRM1-OPRD1 inv	PfHsp90 set2	DSG3 Ab inh	AddAB inh	Tat transport	phage Ecoli inh
O=C(Nc1cccc([N+](=O)[O-])c1)C1CC(=O)N(Cc2ccccc2)C1 (centres undefined)
 : -8	-1	0.2	-2.0	5	10	-23	100	0.7	9	1.9
Cc1ccnn1CCSCC(=O)O
 : 8	-3	-0.1	-2.6	-4	15	2	100	-0.1	1	-0.3
CN(CC1CCOCC1)C(=O)c1ccc2nc(Cc3cccc(Cl)c3)oc2c1
 : -8	-6	-0.3	-2.1	8	11	10	100	4.1	?	1.2
CS(=O)(=O)Nc1ccc(C(=O)N2CCCC2)cc1
 : -10	1	-2.7	-2.2	-10	12	-61	95	3.0	-8	3.4
CC(C)c1cc(CN2CCN(CCC#N)CC2)cc(C(C)C)c1O
 : -15	-6	-2.4	-0.4	14	2	21	101	2.9	22	1.1
O=C(NC(=S)N(CCO)Cc1ccccc1)c1cc(Br)ccc1Cl
 : -10	-3	-3.0	-4.4	36	20	-5	99	2.3	-2	-1.2
COc1ccc(Nc2nc(N)nc(CSc3nnc(N)s3)n2)cc1
 : -11	0	0.9	-3.3	-2	16	35	94	2.1	-4	-0.2
O=C(Nc1cccc(Cl)c1)c1cccc(N2C(=O)C3CC=CCC3C2=O)c1 (centres undefined)
 : -6	5	-0.6	-0.3	2	2	-3	93	3.0	-4	-1.5
Oc1ccc(NCc2cccc(OCc3ccc(F)cc3)c2)cc1
 : -7	-5	-2.1	8.7	4	-47	2	100	-1.4	0	3.7
CCC(CO)Oc1cc(NCc2ccc(OC)cc2)c2ncn(C(C)C)c2c1 (centres undefined)
 : -15	7	-2.0	-2.3	-4	12	12	103	0.3	-20	2.9
CN(C(=S)NC(=O)/C=C/c1ccc(F)cc1)C1CCCCC1
 : 44	6	-1.4	4.3	-3	-22	-6	99	1.4	3	0.3
Nc1ncc(Br)cc1S(=O)(=O)NCCC(=O)N1CCN(c2ccccn2)CC1
 : -18	-2	-3.5	-1.7	8	9	17	111	-1.0	2	2.5
COc1cccc(/C=C2\SC(=S)N(C(C(=O)O)c3ccccc3)C2=O)c1OC (centres undefined)
 : 23	-6	-1.8	-2.6	-9	14	-4	96	-3.3	3	1.1
CCc1noc(C)c1C(=O)Nc1ccc(C(F)(F)F)cc1
 : 15	2	1.3	0.9	-5	-5	19	·	0.4	-5	1.6
Nc1nc2c(ncn2C2CCCC2)c(=O)[nH]1
 : ·	0	·	-1.4	25	7	0	·	·	-3	4.1
CN(Cc1ccco1)C(=O)C1CCC(=O)N(CCc2cccc(F)c2)C1 (centres undefined)
 : -2	-9	4.0	0.5	8	-3	4	101	-0.1	-2	1.1
CCOC(=O)CSc1nc(N)nc(C)c1Cl
 : 0	-1	0.1	-1.7	-21	10	6	99	-0.5	-10	0.9
CSc1ccccc1NC(=O)Cn1c([N+](=O)[O-])cnc1C
 : 80	5	-1.2	-0.8	-20	5	14	101	1.0	-10	2.7
CC(C)C[C@H](NC(=O)[C@@H]1O[C@H]1C(=O)O)C(=O)NCCCCN=C(N)N
 : 0	-1	-1.0	-1.2	15	7	1	99	0.8	-14	2.4
O=C(NCCCN1CCOCC1)c1ccc2nc(Cc3cccc(Cl)c3)oc2c1
 : 3	-1	1.6	-1.5	0	8	18	116	-0.4	5	-1.2
COc1cc(Cl)c(C)cc1NC(=O)CSc1ccccc1
 : 50	-6	-1.4	-2.7	11	13	0	113	-14	17	0.9
CC(=O)N1CCN(Cc2nc3cc(Cl)ccc3c(=O)[nH]2)CC1
 : -8	4	0.7	-0.1	-22	1	31	107	0.9	-8	2.4
Cc1nc2sc(C(c3cccc(F)c3)N3CCCC(C)C3)c(O)n2n1 (centres undefined)
 : -11	-5	0.5	-2.2	6	12	-12	101	-1.8	0	-0.9
CCOC(=O)N1CCN(C(=O)C(NC(=O)c2ccc(CC)cc2)C(C)C)CC1 (centres undefined)
 : -19	-3	-2.6	-2.4	32	13	-1	85	-1.5	-3	3.0
Cc1cccnc1NC(=O)CCNC(=O)c1ccccc1Cl
 : 1	-21	-0.7	-1.4	-11	7	-7	95	-0.9	5	2.1
O=C(O)COc1ccc(/C=C/c2ccc3cccc([N+](=O)[O-])c3n2)cc1
 : ·	-5	0.3	-3.0	1	16	-8	114	0.0	3	2.6
Cc1ccc(SCC(=O)Nc2ccc(N3CCOCC3)cc2)c(C)c1
 : -9	-10	-2.2	-2.5	9	13	5	98	-1.1	1	1.7
Cn1cc([N+](=O)[O-])c(C(=O)N(Cc2ccccc2)Cc2ccccc2)n1
 : -3	-3	1.2	-2.1	-5	12	-10	·	1.3	-9	4.0
CCOC(=O)c1c(C)[nH]c(C(=O)COC(=O)CSC)c1C
 : -1	-17	-1.4	0.5	7	-3	-3	88	-1.0	-9	0.7
COc1ccc(OC)c(NC(=O)C23CCC(C)(C(=O)C2)C3(C)C)c1 (centres undefined)
 : -12	-3	-1.4	0.5	-9	-2	-7	·	1.3	1	2.0
COc1ccccc1C1=NOC(C)(c2sc(-c3ccc(Cl)cc3)nc2C)C1 (centres undefined)
 : -9	0	-0.5	3.0	3	-17	-3	96	1.9	-1	0.7
COc1cccc(C2N(Cc3ccccc3)C(=O)C2(F)F)c1OC (centres undefined)
 : -14	7	-1.1	0.5	25	-3	1	·	0.8	-5	3.1
CCn1cc(/C=C(\NC(=O)c2ccc(C)cc2)C(=O)NCCN2CCOCC2)c2ccccc21
 : ·	-7	·	1.9	-13	-10	-20	107	·	-8	0.2
COc1ccc(/C(O)=C2\C(=O)C(=O)N(CCN(C)C)C2c2cccc(OC)c2OC)cc1 (centres undefined)
 : -8	6	-3.0	-2.0	-11	11	14	110	-1.9	-8	1.0
O=C(CC(O)(c1ccccc1)C(F)(F)C(F)F)c1cccs1 (centres undefined)
 : -22	2	-2.0	1.0	6	-5	·	106	-1.4	12	3.3
CCn1c(SCC(=O)Nc2cccc(F)c2)nc2c(c1=O)SC(C)C2 (centres undefined)
 : 9	10	-1.5	0.0	8	0	-13	96	0.7	2	2.2
Cc1ccc(C(=O)NC(C(=O)Nc2ccccc2)c2ccccc2)cc1 (centres undefined)
 : -10	1	·	1.2	25	-6	2	97	·	6	-0.7
CCS(=O)(=O)N1CCC(C(=O)NCc2cccc(OC)c2)CC1
 : -16	-2	0.3	-6.1	-6	28	-37	131	3.6	16	1.2
COc1cccc(N2CCN(C(=O)CCC(=O)c3ccc(Cl)s3)CC2)c1
 : 36	-1	-2.3	-1.8	13	7	2	104	-0.1	10	1.8
Cc1ccc(C)c(NC(=S)NNC(=O)c2csc(C(C)C)c2)c1
 : -5	0	1.3	-1.9	6	9	·	102	0.3	-4	1.4
COc1ccc(CCNS(=O)(=O)c2cn(C)nc2C)cc1OC
 : 0	7	4.0	1.1	11	-5	5	109	0.4	-6	1.0
CCNc1nc(OC)nc(Oc2ccc(=O)n(-c3ccccc3)n2)n1
 : 2	-10	-2.7	1.8	12	-9	-3	107	2.9	?	1.4
Cc1ccc(SCCC(=O)Nc2cccnc2)cc1
 : 8	·	-1.9	·	-6	·	8	·	-1.3	-3	3.4
COc1ccccc1/C=N/NC(=O)c1ccc(Cn2nc([N+](=O)[O-])cc2C)cc1
 : -6	-16	-0.5	-2.4	-5	13	5	99	2.8	-2	3.3
COC(=O)c1cc(C(=O)NCC2CCCCC2)cc([N+](=O)[O-])c1
 : 15	2	-4.0	-1.2	-10	6	-27	96	2.0	-2	3.1
Cc1ccc(-c2nn(Cc3ccccc3)cc2/C=C/C(=O)O)cc1C
 : -2	2	0.3	-2.7	-6	16	-11	·	-2.2	0	2.5
O=C(Nc1nnc(-c2ccncc2)o1)c1ccc(Br)s1
 : -11	-7	-11	1.1	-2	-5	-15	89	-7.3	-3	-7.7
O=C(/C=C1\SC(=O)NC1=O)Nc1ccc(F)cc1
 : -2	-1	1.8	-1.3	11	6	-1	102	2.7	-4	1.2
Cn1c(SCC(=O)Nc2cccnc2Cl)nc2ccccc21
 : 47	5	-1.2	-3.2	38	17	·	90	2.1	2	3.0
COC(=O)C(Cc1c[nH]c2ccccc12)NC(=O)C1CC1 (centres undefined)
 : 26	14	-0.8	-0.6	-6	4	3	·	-2.3	-5	0.6
N#CCc1cccnc1Sc1ccc(Cl)cc1
 : -4	-17	-0.1	-1.7	-2	9	0	105	1.0	-17	3.9
CC1(C)CC(=O)C2=C(C1)N(Cc1ccco1)C(=O)C2(NC(=O)C1CCCCC1)C(F)(F)F (centres undefined)
 : -6	-4	-1.5	-1.5	7	8	-11	·	2.9	-13	3.0
O=C(COC(=O)c1ccccn1)NC(=O)c1ccccc1
 : 15	-14	-1.2	-1.3	-1	5	12	81	1.4	-2	1.1
Cc1ccc2[nH]c3c(=O)n(CCN4CCNCC4)cnc3c2c1
 : 3	-9	-0.7	-0.9	26	5	14	116	5.0	-8	2.5
Cc1ccc(Cn2c(N3CCN(CCO)CC3)nc3c2c(=O)n(C)c(=O)n3C)cc1
 : -3	-10	-1.9	-3.0	-10	16	13	113	1.7	-4	1.7
NC1=NC(=O)NC1(c1ccccc1)c1ccccc1
 : ·	1	·	-0.3	36	1	-10	94	·	-3	5.2
FC(F)(F)c1cc(Cl)c2nnc(C(F)(F)Cl)n2c1
 : 480	-2	1.0	-3.6	11	17	-13	99	5.0	-7	0.0
COc1ccc(Cl)cc1NC(=O)/C=C/C(=O)O
 : 6	3	2.5	1.4	-1	-7	0	111	3.1	2	2.0
O=C(COC(=O)c1ccccc1NC(=O)c1ccco1)NCC1CCCCC1
 : -2	2	98*	0.5	2	-3	21	105	97*	-6	0.0
CC1(CCc2ccccc2)NC(=O)N(CC(=O)Nc2c(F)cccc2F)C1=O (centres undefined)
 : -16	14	-1.1	-1.5	-20	6	6	·	1.0	-9	8.0
CC[C@]12c3[nH]c4ccccc4c3CCN1C(=O)C(CC(=O)NCCN1CCOCC1)C[C@@H]2C(=O)N1CCN(C(=O)c2ccco2)CC1 (some centres undefined)
 : 1	-2	-0.9	-0.3	32	1	-34	102	1.7	-14	1.8
CCCCCNC(=O)c1cn(CC)c2cc(N3CCN(C)CC3)c(F)cc2c1=O
 : 361	-10	90*	-2.9	7	14	8	102	92*	4	6.7
